# From PubChem
# 14-3-3g Raf: modulators of 14-3-3 gamma protein binding, primary screen, biochemical, fluorescence polarization; inhibition, % at 40 µM; FP, 14-3-3gamma / TMR-pS259-Raf peptide binding; 0.19% of 160,000 active; in the data active = inhibition above about 30%;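 also: 0% = protein plus tracer without compound and 100% = blank with tracer alone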
# Target sequence (P61981 whole entry, looked up): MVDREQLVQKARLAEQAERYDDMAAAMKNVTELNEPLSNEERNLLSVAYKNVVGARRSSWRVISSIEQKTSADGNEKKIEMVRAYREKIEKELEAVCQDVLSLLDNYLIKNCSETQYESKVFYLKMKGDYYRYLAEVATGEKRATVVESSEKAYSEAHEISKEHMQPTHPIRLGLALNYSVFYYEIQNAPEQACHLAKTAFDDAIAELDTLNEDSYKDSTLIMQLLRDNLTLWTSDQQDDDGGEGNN
# * = called active by the depositor; & = joins results of further samples. Not all compounds are listed, so the mix of outcomes need not match the whole.
14-3-3g Raf	Structure
-74.3	CC1=NC(=S)C2C(=O)OC(=Cc3ccc(-c4cccc([N+](=O)[O-])c4)o3)C2=C1 (stereo unspecified)
-1.0	O=C(CCCCCN1C(=O)c2cccc([N+](=O)[O-])c2C1=O)Nc1ccccc1
1.7	COc1ccc(C2C(C(C)=O)=C(O)C(=O)N2Cc2cccnc2)c(OC)c1 (stereo unspecified)
-9.4	CCCOc1ccc(N2C(=O)C3C4C=CC(C4=C(C)C)C3C2=O)cc1 (stereo unspecified)
-13.2	O=C(NCC1CCCO1)c1nn2c(c1Cl)NC(c1ccco1)CC2C(F)(F)F (stereo unspecified)
3.6	CCCCN1C(=O)C(O)(CC(=O)c2ccccc2OC)c2ccccc21 (stereo unspecified)
-0.4	C=C1c2ccc(C)cc2NC(=O)N1CC
-9.2	CC1=NN(c2ccc([N+](=O)[O-])cc2)C(c2ccco2)C1 (stereo unspecified)
1.3	Cc1ccccc1NC(=O)CN1C(=O)COc2ccc(Cl)cc21
-1.3	CCOC(=O)C1(C)C=C(Nc2ccc(S(N)(=O)=O)cc2)C(=O)N1c1ccc(S(N)(=O)=O)cc1 (stereo unspecified)
2.0	CN(C(=O)c1ccn[nH]1)C1CC(C)(C)NC(C)(C)C1
-13.8	Nc1cc(N)cc(-c2nc3ccccc3[nH]2)c1
6.2	CC(=O)c1c(C)n(-c2ccccc2)c2ccc(OC(=O)COc3ccccc3)cc12
-21.9	O=C(CN1CCC(n2nnc3cc(F)ccc32)CC1)NCCc1nc2ccccc2[nH]1
2.4	CCSCCOC(=O)C1=C(C)Nc2ccccc2S1
-7.2	Cc1oc2c(c1C(=O)NCc1ccccc1)CCCC2
-3.6	CCOC(=O)C1CCCN(C(=O)Cn2cccc2C(=O)c2ccccc2)C1 (stereo unspecified)
3.7	COc1cc(NS(=O)(=O)c2ccc3c(c2)oc(=O)n3C)cc(OC)c1OC
24.0	O=C(CCS(=O)(=O)c1cc(Br)cc2c1N(C(=O)C1CC1)CC2)Nc1cccnc1
11.4	COc1ccc(OCCn2c(-c3ccc(Br)cc3)nc3ccccc3c2=O)cc1
-8.0	Cc1nc2cc(NC(=O)c3ccc([N+](=O)[O-])cc3)ccc2s1
-13.6	CCN(CC)c1nc(N(CC)CC)[nH]c(=O)n1
-7.2	O=C(CCCOc1ccc(Cl)cc1Cl)NCCCO
-78.3	CCCSc1oc(-c2cccs2)nc1S(=O)(=O)c1ccc(C)cc1
-6.6	COc1cccc(-c2nn(C)c3sc(C(=O)NCCC(C)C)cc23)c1
-3.5	CCSc1sc(CC)cc1C1C(C(=O)Nc2ccc(Br)cn2)=C(C)NC2=C1C(=O)CC(C)(C)C2 (stereo unspecified)
-5.6	CC1CCC(C(C)C)C(OP(N)(=O)OC2CC(C)CCC2C(C)C)C1 (stereo unspecified)
-5.5	Cc1ccc(C)c(OCC(=O)Nc2nc3ccccc3s2)c1C
-3.0	CC(C(=O)NCC1COc2ccccc2O1)C1Sc2ccccc2N(Cc2ccccc2Cl)C1=O (stereo unspecified)
7.7&1.9	COC(=O)c1ccccc1NC(=O)c1cc(OC)cc(OC)c1
-5.8	O=C(Cn1ncc2c(=O)oc3ccccc3c21)N1CCN(C(=O)c2ccco2)CC1
-7.9&-3.9	CCCC(C)n1[nH]c(=O)c2c(C)cc(C)nc21 (stereo unspecified)
-5.3	O=S(=O)(c1cccc2nsnc12)N1CCN(c2ccccc2)CC1
-6.6	CC(=O)NCCn1c(SCc2cc(=O)n3cc(Cl)ccc3n2)nc2ccccc2c1=O
-7.0	COc1ccccc1NC(=O)CSc1nc2c(sc(=S)n2Cc2ccco2)c(=O)n1-c1ccc(F)cc1
3.1	CCN(CC(=O)NC)S(=O)(=O)c1ccc(Br)cc1
-27.6	Cc1cc2nn(-c3ccccc3)nc2cc1NC(=O)c1ccc(Br)o1
-8.0	COc1cc(CC(=O)Nc2ccc(S(=O)(=O)N(C)C)cc2)cc(OC)c1OC
-11.1	COc1ccccc1Cn1c(SCC(=O)C(C)(C)C)nc2ccc(Br)cc2c1=O
-4.9	Cc1ccc(CSc2ncn[nH]2)cc1
-9.3	COc1ccccc1Nc1nc(-c2c(C)nc3cc(C)ccn23)cs1
-26.6&-75.8	COc1ccc(-n2c(C)nc3cc(C(=O)N4CCOCC4)ccc32)cc1
-2.8	O=C(CSc1nc2c(sc(=S)n2Cc2ccco2)c(=O)n1-c1ccc(F)cc1)NCC1CCCO1 (stereo unspecified)
-5.6	Clc1ccc2noc(-c3ccccc3)c2c1
-5.8	Cc1cccc2cc(CN(CCCO)C(=O)Nc3ccccc3Cl)c(=O)[nH]c12
3.3	COc1ccc(N2C(=O)C(N3C(=O)c4ccccc4C3=O)C2c2cccc(OC)c2)cc1 (stereo unspecified)
-7.1	O=C1NC(Nc2nccs2)(C(F)(F)F)C(=O)N1CCc1ccccc1 (stereo unspecified)
178.9*	COc1ccc(N2CCN(CCNC(=O)c3cccn4c(=O)c5cc6ccccc6cc5nc34)CC2)cc1
-5.3	CN(C)CCNC(=O)Cn1c(=S)[nH]c2ccccc2c1=O
-6.7	CCCCCOC(=O)C1=C(C)Nc2nnnn2C1c1ccc(OC)cc1OC (stereo unspecified)
0.2	COc1ccc(C2C(Oc3ccccc3C)C(=O)N2c2cc(C)ccc2C)cc1OC (stereo unspecified)
-12.9	O=C(Nc1ccccc1F)c1ccc(N2CC3CC(C2)c2cccc(=O)n2C3)c(NC(=O)c2cc3ccccc3oc2=O)c1 (stereo unspecified)
-0.3	O=C(NC1CCCC1)C1CCCN(S(=O)(=O)N2CCCC2)C1 (stereo unspecified)
2.8	Cc1cc(Nc2ccc(N3C(=O)CCCC3=O)cc2[N+](=O)[O-])no1
1.7	Fc1ccc(-n2cc(-c3ccccc3)[n+]3c2SCC3)cc1
-11.5	Cc1cc(C)n2nc(-c3ccccc3)c(-c3ccccc3)c2n1
-17.7	COc1cc(C2C(C(=O)OCc3ccccc3)=C(C)NC3=C2C(=O)CCC3)cc(Br)c1O (stereo unspecified)
0.3	COc1cccc(CNC(=O)CCn2c(=O)oc3ccccc32)c1
3.2	O=C(NC1CCCCC1)N1CCCc2ccccc21
3.1	CC(C)COc1ccc(-c2nnc(-c3ccncc3)o2)cc1

# Filtered by structure, the entries above containing bromine
14-3-3g Raf	Structure
24.0	O=C(CCS(=O)(=O)c1cc(Br)cc2c1N(C(=O)C1CC1)CC2)Nc1cccnc1
11.4	COc1ccc(OCCn2c(-c3ccc(Br)cc3)nc3ccccc3c2=O)cc1
-3.5	CCSc1sc(CC)cc1C1C(C(=O)Nc2ccc(Br)cn2)=C(C)NC2=C1C(=O)CC(C)(C)C2 (stereo unspecified)
3.1	CCN(CC(=O)NC)S(=O)(=O)c1ccc(Br)cc1
-27.6	Cc1cc2nn(-c3ccccc3)nc2cc1NC(=O)c1ccc(Br)o1
-11.1	COc1ccccc1Cn1c(SCC(=O)C(C)(C)C)nc2ccc(Br)cc2c1=O
-17.7	COc1cc(C2C(C(=O)OCc3ccccc3)=C(C)NC3=C2C(=O)CCC3)cc(Br)c1O (stereo unspecified)

# The listing continues:
14-3-3g Raf	Structure
-8.6	O=C(O)Cn1c2c(c3ccccc31)CCCC2
-5.6	O=C1c2cccc3cccc(c23)C(=O)N1CCN1CCN(C(=O)C23CC4CC(CC(C4)C2)C3)CC1
-6.2	COc1ccc(C=Nc2oc(-c3ccccc3)c(-c3ccccc3)c2C#N)c(OC)c1
-10.6	C=CCSc1nc(N2CCOCC2)c2c(c1C#N)CC(C)(C)OC2
-13.9	Oc1cccc2ccc(C=Cc3ccc(-c4ccc(Cl)cc4)o3)nc12
-1.9	C=CCn1c(-c2ccccc2C)n[nH]c1=S
-5.4	COc1ccc(-n2nnnc2SCC(=O)NCc2ccco2)cc1OC
-9.2	Cc1cc(NC(=O)CSc2nccn2-c2ccc(F)cc2)no1
0.5	O=C(CSc1nnc(-c2ccncc2)n1-c1ccccc1)Nc1ccc(F)cc1
6.1	COc1ccccc1CNC(=O)C1CCN(S(=O)(=O)N2CCCCCC2)CC1
-9.4	COc1ccc(C2=CC(c3ccc(Br)cc3)n3ncnc3N2)cc1 (stereo unspecified)
-5.4	COc1cccc(OC)c1C(=O)Nc1c2c(nn1C(C)(C)C)CS(=O)C2 (stereo unspecified)
-4.7	O=C(COc1ccccc1)Nc1nnc(-c2ccc(Cl)s2)o1
1.6	O=C(NCCCN1CCCC1)c1ccc(CS(=O)c2ccccc2)o1 (stereo unspecified)
-1.3	CCOC(=O)C1CCN(S(=O)(=O)c2cc(Br)cc3c2N(C(C)=O)CC3)CC1
-5.8	Cc1ccccc1CSCC(=O)NC(=O)NCc1ccco1
7.2	Fc1ccc(C2=NN(c3cccc(Cl)c3)C(c3cccs3)C2)cc1 (stereo unspecified)
-4.4	CCN=c1scc(-c2ccc(OCC)cc2)n1CC
2.7	CCOc1ccc(C(=O)N2CCc3cc(OC)c(OC)cc3C2COc2ccc(F)cc2)cc1 (stereo unspecified)
-6.7	O=C(NC1CCCC1)C(c1ccsc1)N(Cc1ccco1)C(=O)Cc1cccs1 (stereo unspecified)
-3.5	Cc1ccc(C)c(N2CCN(C(=O)CCC(=O)Nc3ccc4nc(N5CCOCC5)cc(C)c4c3)CC2)c1
-8.3	Cc1cc(C)nc(NS(=O)(=O)c2ccc(NC(=O)c3cc([N+](=O)[O-])ccc3Cl)cc2)n1
-9.4	CC(=O)N(CCc1ccc(S(N)(=O)=O)cc1)C1CC(=O)N(c2cccc(Cl)c2)C1=O (stereo unspecified)
-22.8	CC1CCCCN1S(=O)(=O)c1ccc2c(c1)CCC(=O)N2 (stereo unspecified)
-1.6	COc1ccc(OC)c(C2C(C(=O)OC3CCCCC3)=C(C)Nc3nc4ccccc4n32)c1 (stereo unspecified)
0.2	O=C(Nc1ccon1)c1cc2c(s1)CCCCCC2
-60.3	CCOc1ccc(-n2c(=O)c3c(C)c(C(C)=O)sc3n(Cc3cc(=O)n4cc(Cl)ccc4n3)c2=O)cc1
-2.3	CC1=CC(C)(C)N(C(=O)CN2C(=O)c3ccccc3C2=O)c2ccc(C)cc21
-2.7	Cc1ccc(S(=O)(=O)N2CCN(Cc3ccccc3C(F)(F)F)CC2)cc1
-17.8	O=C1NC(c2ccccc2F)c2c(-c3ccccc3)n[nH]c21 (stereo unspecified)
-3.9	CC1CCCCN1C(=O)c1ccc(N2CC3CC(C2)c2cccc(=O)n2C3)c(NC(=O)c2cccs2)c1 (stereo unspecified)
6.1	O=C(Nc1nc2ccccc2s1)c1cc2cc(Cl)ccc2oc1=O
-34.6	CCOc1cccc2cc(C(N)=O)c(=N)oc12
-1.4	CCn1c(SCC(=O)c2ccc(F)cc2)nnc1-c1ccoc1C
-39.9	O=C(Nc1ccc(S(=O)(=O)Nc2nccs2)cc1)c1cc(-c2ccco2)nc2ccccc12
0.5	COc1ccc(N(CC(=O)Nc2cc(OC)ccc2OC)S(=O)(=O)c2c(C)nn(C)c2C)cc1
-3.5	COc1ccc(C2CC(=O)C3=C(C2)NC(C)=C(C(=O)OC2CCCC2)C3c2ccc(F)cc2)cc1 (stereo unspecified)
-8.3	COc1ccc(NC2=NCCCCC2)cc1
-2.5	COc1ccc(CNC(=O)c2ccc3c(=O)n(CCCN4CCCC4=O)c(=S)[nH]c3c2)cc1
-10.1	CCCCN(CCCC)Cc1ccc(N)cc1

# Overlap with the part before: 3 compounds; new compounds follow.
14-3-3g Raf	Structure
-8.3	COc1ccc(NC2=NCCCCC2)cc1
-2.5	COc1ccc(CNC(=O)c2ccc3c(=O)n(CCCN4CCCC4=O)c(=S)[nH]c3c2)cc1
-10.1	CCCCN(CCCC)Cc1ccc(N)cc1
-7.7	Fc1ccc(Nc2nc3ccccc3nc2Nc2ccc(F)cc2)cc1
2.8	N[C@@H](Cc1c[nH]c2ccccc12)C(=O)O
3.1	Cn1c(SCCN2CCCCC2)nnc1-c1ccccc1Br
4.9	COc1ccc(-c2csc(N)n2)c(OC)c1
-5.7	Cc1nc2ccc(N)cc2s1
2.2	CC1(C)CC2(CCO1)OC(=O)CC2C(=O)NCCc1ccccc1 (stereo unspecified)
4.8	c1ccc(-c2nc3cnccn3c2NC2CCCCC2)cc1
4.5	CC1CC(C)CN(CCCNC(=O)C2c3ccccc3C(=O)N(C)C2c2cccs2)C1 (stereo unspecified)
1.8	O=C(Nc1ncc(C(F)(F)F)cc1Cl)C1COc2ccccc2O1 (stereo unspecified)
-0.5	O=C(Nc1cccc(C(F)(F)F)c1)c1c(O)c2cccc3c2n(c1=O)CCC3
4.5	COc1ccc(CNc2ccc([N+](=O)[O-])cn2)cc1
5.5	O=C(c1ccccc1)c1ccc(C(=O)N2CCN(c3ccc(F)cc3)CC2)o1
-8.0	CC(=O)c1cccc(NC(=O)CC2SC(N3CCCCC3)=NC2=O)c1 (stereo unspecified)
-12.8	Cc1ccccc1Cn1cc(SCC(=O)Nc2ccc3c(c2)OCO3)c2ccccc21
0.5	Cc1ccc2oc(-c3ccco3)nc2c1
9.1	CCCn1c(SCC(=O)Nc2sc(C)c(C)c2C(=O)OC)nc2c1c(=O)n(C)c(=O)n2C
-11.6	Cn1c(=O)c2c(nc(N3CCOCC3)n2Cc2c(F)cccc2Cl)n(C)c1=O
-7.5	CC1CCCN(CCCNC(=O)c2cc(Nc3ccccc3)nc3ccccc23)C1 (stereo unspecified)
1.2	Cn1c(=O)[nH]c(=O)c2c1ncn2CCN1CCOCC1
-1.6	O=C(OC1CCCCC1)c1cccc(N2C(=O)C3C4CCC(C4)C3C2=O)c1 (stereo unspecified)

# Entries listed so far that have a tert-butyl group:
14-3-3g Raf	Structure
-11.1	COc1ccccc1Cn1c(SCC(=O)C(C)(C)C)nc2ccc(Br)cc2c1=O
-5.4	COc1cccc(OC)c1C(=O)Nc1c2c(nn1C(C)(C)C)CS(=O)C2 (stereo unspecified)

# Remaining list, next part
14-3-3g Raf	Structure
3.9	CC1=C(C(=O)OCc2ccccc2)C(c2ccc(Cl)cc2)NC(=O)N1C (stereo unspecified)
-9.4	O=C(CN1C(=O)c2ccccc2C1=O)Nc1ccccc1Oc1ccccc1
-4.9	Fc1ccc(N2CN(Cc3ccco3)CNC2=S)cc1
-5.2	COc1ccccc1N(CC(=O)Nc1ccc(F)cc1)S(=O)(=O)c1ccc(C)cc1
-10.1	COc1ccc(CN/C=C2\CCCCC2=O)cc1
0.8	O=C(CCS(=O)(=O)Cc1ccccc1)N1CCN(Cc2ccccc2)CC1
9.1	CC12CCC(C(=O)NCc3ccccn3)(OC1=O)C2(C)C (stereo unspecified)
-10.0	CCOC(=O)CSc1nnc(CNC(=O)c2ccc(S(=O)(=O)N3CCCCC3)cc2)n1C
